Fibroblast inh: antiproliferative effect on LL 47 fibroblasts – human, LL 47 cells, CellTiter-Glo luminescence, primary screen. LL 47 human lung fibroblast viability, ATP luminescence; active compounds read low. viability, % at 10 µM. 85,000 compounds, 1.1% hits;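 active = viability at or below 50% in the single dose screen; inactive = viability above 50%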;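 note: compound exposure lasted 72 h before the ATP readout; 100% = median luminescence of untreated cell-only wells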
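Material: human lung fibroblast line LL 47, low passage; Evaluation: viability percentage against median untreated-cell control; Buffer or medium: 15% FBS in IMEM; Incubation: 72 h compound exposure at 37 °C after overnight plating; Dosing: 0.1% DMSO in all compound wells; Measured by: CellTiter-Glo luminescence.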
sEH inh: soluble epoxide hydrolase inhibitors, primary screen, biochemical, human sEH; recombinant human sEH enzymatic activity assay; inhibition, % at 2 µM; 91,000 compounds, 0.34% hits; AID 707, 2007; in the data active = inhibition above about 80%; note: values of inactives mirror those of a sister screen read the other way; many of its hits are not listed in these tables
Target sequence (P34913 whole entry, looked up): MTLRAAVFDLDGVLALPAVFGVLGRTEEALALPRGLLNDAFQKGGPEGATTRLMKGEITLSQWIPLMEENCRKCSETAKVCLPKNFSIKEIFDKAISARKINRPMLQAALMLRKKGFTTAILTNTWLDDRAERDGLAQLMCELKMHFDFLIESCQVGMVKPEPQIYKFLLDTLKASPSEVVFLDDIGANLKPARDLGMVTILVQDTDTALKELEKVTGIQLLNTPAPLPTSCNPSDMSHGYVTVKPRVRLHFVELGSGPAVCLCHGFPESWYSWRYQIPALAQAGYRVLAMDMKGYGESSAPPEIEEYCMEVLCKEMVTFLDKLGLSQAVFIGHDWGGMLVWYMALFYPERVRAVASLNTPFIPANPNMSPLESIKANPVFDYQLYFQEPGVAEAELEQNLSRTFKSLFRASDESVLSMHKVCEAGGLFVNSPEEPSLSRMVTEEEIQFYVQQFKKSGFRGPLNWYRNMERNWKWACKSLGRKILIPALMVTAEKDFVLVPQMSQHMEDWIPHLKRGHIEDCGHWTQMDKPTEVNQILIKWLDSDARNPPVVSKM
sEH activator: soluble epoxide hydrolase activators, primary screen, biochemical, human sEH; Bifunctional epoxide hydrolase 2 (Homo sapiens), P34913; purified human sEH enzymatic activity, activator screen; activation, % at 2 µM; 91,000 compounds, 0.04% hits; AID 717, 2007; in the data active = activation above about 37%; note: values of inactives mirror those of a sister screen read the other way
HUVEC prolif 384: inhibitors of HUVEC proliferation, primary screen, cell-based, 384-well. CellTiter-Glo luminescence, 72 h; active compounds read low. AID 648, 2007. 86,000 compounds, 1.1% hits. viability, % at 10 µM (by protocol);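 active = viability at or below 30%; inactive = viability above 30%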;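 note: 100% = median luminescence of DMSO-only cell control wells on each plate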
PostGolgi ctrl: growth inhibition of yeast control strain, primary screen, counter-screen for post-Golgi transport modulator project; efflux-deficient yeast background strain, growth absorbance A615, 16 h; inhibition, % at 10 µM; 98,000 compounds, 5% hits; AID 738, 2007; in the data active = inhibition above about 30%
H69AR inhibit: proliferation blockers of H69AR lung cancer cells, primary screen, cell-based, human, 86K library | viability, % at 10 µM | 85,000 compounds, 6% hits | H69AR lung tumor viability, ATP luminescence, 72 h; active compounds read low | AID 598, 2007;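 active = viability at or below 40%; inactive = viability above 40%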;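 note: multidrug resistant small cell line overexpressing MRP-1 efflux transporter; 100% = mean luminescence of untreated control wells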
S1P2 agonist: S1P2 receptor agonists, primary screen, cell-based | AID 729, 2007 | 97,000 compounds, 0.46% hits | S1P2-expressing cell line, agonist reporter read-out | Sphingosine 1-phosphate receptor 2 (Homo sapiens), O95136 | activation, % at 4.5 µM; in the data active = activation above about 16%;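 note: 0% = vehicle low control and 100% = maximal reference agonist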
Target sequence (O95136 whole entry, looked up): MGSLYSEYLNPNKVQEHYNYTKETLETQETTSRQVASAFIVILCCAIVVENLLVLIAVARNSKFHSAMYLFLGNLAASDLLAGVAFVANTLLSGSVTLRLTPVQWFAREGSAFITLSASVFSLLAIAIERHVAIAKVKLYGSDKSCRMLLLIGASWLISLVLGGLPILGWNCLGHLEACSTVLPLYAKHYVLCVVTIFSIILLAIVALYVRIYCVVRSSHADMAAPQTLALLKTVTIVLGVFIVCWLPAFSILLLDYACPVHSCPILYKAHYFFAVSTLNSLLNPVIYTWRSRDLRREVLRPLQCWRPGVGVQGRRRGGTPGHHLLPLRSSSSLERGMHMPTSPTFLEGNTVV
S1P2 antag: human S1P2 receptor antagonists, primary screen, cell-based; cell-based S1P2 antagonist assay, inhibition at 5 uM; 97,000 compounds, 0.21% hits; Sphingosine 1-phosphate receptor 2 (Homo sapiens), O95136; inhibition, % at 5 µM; in the data active = inhibition above about 45%;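 note: CRE beta-lactamase reporter cells expressing human S1P2 stimulated with S1P; 0% = agonist at EC80 alone and 100% = agonist plus reference antagonist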
LYP act: LYP phosphatase activators, primary screen, biochemical, DiFMUP fluorescence, 2 µM. recombinant LYP; 0 = plate median, 100 = signal doubled. activation, % at 2 µM. Tyrosine-protein phosphatase non-receptor type 22 (Homo sapiens), Q9Y2R2. 96,000 compounds, 0.11% hits;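 active = activation at 2 µM above a set limit, the mean plus 5 SD, cut at about 37% in these data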
* hit, by the source's call; nt = no result given. An excerpt; rates above refer to the full screens.

SMILES	Fibroblast inh	sEH inh	sEH activator	HUVEC prolif 384	PostGolgi ctrl	H69AR inhibit	S1P2 agonist	S1P2 antag	LYP act
CC(C)C(=O)NC(=S)Nc1ccccn1	nt	-14	12	nt	17	nt	-5	19	-4
COc1ccc(-c2cc(C(F)(F)F)n3nc(C(=O)O)cc3n2)cc1OC	93	-10	9	98	9	96	-5	6	-3
CCOC(=O)N1CCN(S(=O)(=O)c2ccc3c(c2)CCN3C(=O)C2CC2)CC1	99	nt	nt	100	4	90	-6	5	-8
COC(=O)c1sc(NC(=O)CSc2nnc(C(C)C)n2C)nc1C	101	-6	3	80	5	83	-5	25	6
Cc1cccc(NC(=O)c2sc3nc(-c4ccc(F)cc4)cn3c2C)n1	115	-3	7	63	23	90	-8	3	-10
CCCCCn1c(=S)[nH]c2ncccc2c1=O	96	-8	8	95	1	95	-5	6	18
CCn1c(Cc2c(C)[nH]c3ccccc23)nnc1SCC(=O)NCc1ccco1	102	14	-11	106	nt	98	1	-3	5
CC(C)N1C(=O)C2C(c3ccccc3O)NC(C)(C(=O)O)C2C1=O (configuration not stated)	102	1	3	97	-1	94	nt	nt	3
O=C(Cc1ccccc1)N1CCCC1c1ccccc1 (configuration not stated)	106	-2	0	100	2	110	-3	-19	4
COc1ccc(/C=N/Nc2nnc(-c3ncc[nH]3)c3ccccc23)cc1	89	-2	4	82	8	67	-3	31	-2
CCOC(=O)c1cc(=O)n2nc(-c3ccc(C)cc3)nc2s1	100	12	-11	98	0	105	-9	3	-12
CCOC(=O)CSc1nnc([C@H](C)NC(=O)OC(C)(C)C)o1	107	-4	4	101	6	101	-10	15	6
O/N=C1/CCc2nonc2/C1=N/O	101	11	-11	84	2	nt	0	0	-4
COc1ccccc1N(CC(=O)Nc1cccnc1)S(=O)(=O)c1ccccc1	99	-6	6	100	3	81	-3	6	9
CC(CCc1ccco1)NC(=O)Cn1ncc2c1-c1ccccc1OC2 (configuration not stated)	106	-19	19	99	3	96	-4	15	-8
CC(C)NC(=O)CC(=O)N/N=C/c1ccc(F)cc1	nt	-2	0	nt	-1	nt	-5	-3	-8
C/C(N)=N\S(=O)(=O)c1ccc(Cl)cc1	99	-10	8	99	24	83	-10	19	3
COc1ccc(C(C(=O)Nc2ccc(C(C)C)cc2)N(C)C(=O)CNC(C)=O)cc1 (configuration not stated)	97	8	-12	92	17	102	-2	13	6
Clc1ccc(-n2nnnc2SCc2c(-c3ccccc3)nc3sccn23)cc1	94	0	-2	118	35*	88	-6	10	0
COc1cc2c(cc1OC)CN(C(=O)COc1ccc(C#N)cc1)CC2	97	-7	5	100	2	81	-2	13	-14
Cn1c(CC2C(=O)Nc3ccc(Br)cc32)nc2ccccc2c1=O (configuration not stated)	96	8	-10	81	26	52	-3	-11	6
CCOC(=O)CSc1nc(C)cc(C)n1	101	7	-9	86	4	95	-2	-1	-4
O=C(CSc1nnc(-c2ccccc2)o1)n1c2c(c3ccccc31)CCCC2	96	-3	5	76	3	91	-3	-3	-9
COc1ccc(C(=O)Nc2ccccc2C(N)=O)cc1	104	4	-6	99	10	87	-4	-12	1
COc1cccc(/C=C2\N=C(c3c(-c4ccccc4)noc3C)OC2=O)c1OC	96	-13	13	102	4	68	1	1	2
(further entries)
SMILES	Fibroblast inh	sEH inh	sEH activator	HUVEC prolif 384	PostGolgi ctrl	H69AR inhibit	S1P2 agonist	S1P2 antag	LYP act
O=C1Nc2ccccc2Nc2ncccc21	nt	23	-23	nt	11	nt	-5	10	2
CN(C=C1C(=O)CC(C)(C)CC1=O)CCN1CCNCC1	104	8	-7	89	4	96	-7	12	-5
Cc1c(NC(=O)C(C)N2C(=O)C3C4C=CC(C4)C3C2=O)c(=O)n(-c2ccccc2)n1C (configuration not stated)	97	nt	nt	101	6	94	1	-8	nt
COc1ccc(CNC(=O)c2c(O)c3cccc4c3n(c2=O)CCC4)cc1	100	-12	12	111	4	99	-4	19	-2
COc1ccc(OC)c(C2CC(=O)N3CN(c4cccc(Cl)c4C)CSC3=C2C#N)c1 (configuration not stated)	98	7	-8	95	nt	103	-5	7	1
Cc1onc(-c2ccccc2)c1C(=O)Nc1ccncc1	108	22	-19	103	4	97	0	9	9
O=C(C1=COCCO1)N1CCN(C(c2ccccc2)c2ccccc2)CC1	97	nt	nt	101	4	85	-6	9	0
Cc1ccccc1C(=O)c1c[nH]c(C(=O)NCC2CCCO2)c1 (configuration not stated)	nt	7	-7	nt	4	nt	-4	23	3
Cc1cc2ccccc2n2c(SCC(=O)N3CCc4ccccc4C3)nnc12	102	-3	3	87	nt	73	-6	3	4
COCCCNC(=O)CS(=O)(=O)Cc1nc(-c2cccc(OC)c2)oc1C	nt	16	-15	98	6	100	-4	1	4
Cc1ccc(S(=O)(=O)CCc2nnc(NC(=O)c3cnccn3)s2)cc1	99	0	1	104	1	85	0	10	-3
CCn1c(COc2ccccc2C)nnc1SCC(=O)OC	100	nt	nt	94	1	88	nt	nt	nt
Cc1ccc(S(=O)(=O)N2CCCC(C(=O)Nc3cccnc3)C2)cc1 (configuration not stated)	105	8	-6	112	5	93	1	-10	6
O=C(CSc1ncn[nH]1)OCN1C(=O)c2ccccc2C1=O	98	-6	5	100	7	100	-6	1	15
O=C1C(c2ccncc2)=C(O)c2ccccc21	88	-5	6	81	23	75	-1	-6	5
CC(C)c1ccc(CNC(=O)CSCC(=O)Nc2ccc3ccccc3c2)cc1	nt	-11	9	nt	7	nt	-3	-9	-4
Cc1ccc(C)c(NC(=O)c2cnn3ccccc23)c1	nt	nt	nt	nt	15	nt	-6	13	-4
Cc1nc(NC(=O)COC(=O)CCS(=O)(=O)c2ccccc2Cl)c(Cl)cc1Cl	88	5	-4	85	-6	67	-5	-13	8
O=C(C1CCN(S(=O)(=O)Cc2ccccc2)CC1)N1CCCc2ccccc21	87	12	-13	90	0	78	-4	12	2
CCOC(=O)C(=O)Nc1ccc2c(c1)OCO2	102	-6	7	92	22	106	-6	-9	10
O=C(OCc1cnc(Cl)s1)c1ccc(Cl)cc1	nt	-4	7	nt	1	nt	1	-8	-2
COc1ccc(NC(=O)N2c3ccccc3CC2C)cc1OC (configuration not stated)	105	38	-36	94	10	89	-6	10	-13
CCOC(=O)C1CCN(C(=O)c2ccccc2Oc2ccccc2)CC1	101	-18	14	96	18	84	0	-4	-2
CN1C(=O)C(C(=O)NC(C)(C)C)C2c3ccccc3OC13CCCCC23 (configuration not stated)	92	-5	4	86	13	92	-7	-12	0
Cc1oc(-c2ccccc2F)nc1CN1CCC(C(=O)NCc2ccco2)CC1	101	1	0	101	-2	38*	-6	-11	0
Next compounds follow.
SMILES	Fibroblast inh	sEH inh	sEH activator	HUVEC prolif 384	PostGolgi ctrl	H69AR inhibit	S1P2 agonist	S1P2 antag	LYP act
COc1cc(OC)c(S(=O)(=O)N2CCCCC2)cc1S(=O)(=O)N1CCCCC1	119	7	-2	103	14	97	-4	1	-18
Cc1nnc(NC(=O)Nc2ccc(Cl)c(Cl)c2)s1	nt	5	-7	nt	4	nt	-4	-8	-25
Cc1cccc(OC2(c3ccccc3)OC(=O)c3ccccc32)c1C (configuration not stated)	nt	-6	7	nt	15	nt	-3	3	0
CCOC(=O)C1CCN(c2nc3cc(OC)ccc3cc2C#N)CC1	109	3	-2	103	16	91	-9	22	0
CCN=c1scc(-c2ccco2)n1/N=C/c1ccc(O)cc1	122	16	-17	118	25	40*	-2	-9	2
COCCn1c(=S)[nH]c2ncccc2c1=O	101	10	-12	105	-9	92	-7	5	10

Gathered by group: those above containing four or more nitrogen atoms (eleven)
SMILES	Fibroblast inh	sEH inh	sEH activator	HUVEC prolif 384	PostGolgi ctrl	H69AR inhibit	S1P2 agonist	S1P2 antag	LYP act
COC(=O)c1sc(NC(=O)CSc2nnc(C(C)C)n2C)nc1C	101	-6	3	80	5	83	-5	25	6
Cc1cccc(NC(=O)c2sc3nc(-c4ccc(F)cc4)cn3c2C)n1	115	-3	7	63	23	90	-8	3	-10
CCn1c(Cc2c(C)[nH]c3ccccc23)nnc1SCC(=O)NCc1ccco1	102	14	-11	106	nt	98	1	-3	5
COc1ccc(/C=N/Nc2nnc(-c3ncc[nH]3)c3ccccc23)cc1	89	-2	4	82	8	67	-3	31	-2
O/N=C1/CCc2nonc2/C1=N/O	101	11	-11	84	2	nt	0	0	-4
Clc1ccc(-n2nnnc2SCc2c(-c3ccccc3)nc3sccn23)cc1	94	0	-2	118	35*	88	-6	10	0
Cc1c(NC(=O)C(C)N2C(=O)C3C4C=CC(C4)C3C2=O)c(=O)n(-c2ccccc2)n1C (configuration not stated)	97	nt	nt	101	6	94	1	-8	nt
Cc1cc2ccccc2n2c(SCC(=O)N3CCc4ccccc4C3)nnc12	102	-3	3	87	nt	73	-6	3	4
Cc1ccc(S(=O)(=O)CCc2nnc(NC(=O)c3cnccn3)s2)cc1	99	0	1	104	1	85	0	10	-3
O=C(CSc1ncn[nH]1)OCN1C(=O)c2ccccc2C1=O	98	-6	5	100	7	100	-6	1	15
Cc1nnc(NC(=O)Nc2ccc(Cl)c(Cl)c2)s1	nt	5	-7	nt	4	nt	-4	-8	-25
